APEX1 inh: qHTS Assay for Inhibitors of the Human Apurinic/apyrimidinic Endonuclease 1 (APE1); DNA repair nuclease/redox regulator APEX1 (Homo sapiens), P27695; recombinant APE1, TAMRA/BHQ-2 abasic DNA cleavage fluorescence; Potency, µM (series often up to 65.8 µM), for inactives: at the highest dose activity change, negative = inhibition, hits mostly inhibitors; 0.35% of 350,000 active;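 further: potency means the concentration at half of the fitted maximal effect; plate controls were vehicle for no effect and reference inhibitor for full effect; nearly all actives have a fitted effect of over 55% in size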
Target sequence (P27695 whole entry, looked up): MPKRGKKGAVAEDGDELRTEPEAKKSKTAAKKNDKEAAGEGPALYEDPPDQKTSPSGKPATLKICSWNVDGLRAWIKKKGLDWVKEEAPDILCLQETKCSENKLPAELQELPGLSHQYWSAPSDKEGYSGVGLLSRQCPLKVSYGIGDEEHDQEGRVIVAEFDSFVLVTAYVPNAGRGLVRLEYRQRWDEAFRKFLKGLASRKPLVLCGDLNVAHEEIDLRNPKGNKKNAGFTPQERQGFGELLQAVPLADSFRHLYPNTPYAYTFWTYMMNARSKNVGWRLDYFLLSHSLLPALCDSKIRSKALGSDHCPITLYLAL
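Activity was derived from the fluorescence gain between first and third kinetic reads (60 s intervals, ex 525/em 598 nm) after 50 nM THF-abasic TAMRA/BHQ-2 duplex was added to 0.75 nM APE1 preincubated 15 min with compound.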
Apoferritin bind: qHTS Assay for Identification of Novel General Anesthetics; Ferritin light chain (Equus caballus), P02791; apoferritin/1-aminoanthracene competitive binding, fluorescence; Potency, µM (top dose mostly 77.5 µM), for inactives: top-dose activity change, negative = displacement, actives largely listed as inhibitors; 0.074% of 350,000 active; further: potency means the concentration at half of the fitted maximal effect; on the % scale 0 is the no-effect control and ±100 the full control effect; nearly all actives have a fitted effect of over 20% in size
Target sequence (P02791 2-175 limits assumed): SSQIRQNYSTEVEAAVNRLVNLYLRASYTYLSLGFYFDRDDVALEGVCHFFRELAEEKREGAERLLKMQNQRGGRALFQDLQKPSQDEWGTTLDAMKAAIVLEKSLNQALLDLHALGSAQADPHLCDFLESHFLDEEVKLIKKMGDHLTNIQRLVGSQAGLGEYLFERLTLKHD
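Horse-spleen apoferritin (10 uM) was mixed with 50% saturated 1-aminoanthracene in PBS, exposed to compounds for 10 min at room temperature, and read for fluorescence (ex 380 nm, em 535 nm). Competitive displacement was fitted with a four-parameter Hill equation.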
Pol beta inh: qHTS Assay for Inhibitors of DNA Polymerase Beta | 1.3% of 340,000 active | Pol beta primer extension/strand displacement, fluorescence kinetic | P06746 | Potency, µM (doses to about 114 µM), for inactives: at the top dose activity change, negative = inhibition, most hits filed as inhibitors; further: potency means the concentration at half of the fitted maximal effect; on the % scale 0 is the no-effect control and ±100 the full control effect
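Kinetic readout of DNA synthesis with strand displacement by Pol beta. Compound and 10 nM enzyme sit 15 min at room temperature; 50 nM substrate starts the reaction, read immediately and at 10 min.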
BLM inh: qHTS Assay for Inhibitors of Bloom's syndrome helicase (BLM); AID 2528, 2010; recombinant BLM DNA unwinding, fluorescence dequenching; 0.2% of 350,000 active; RecQ-like DNA helicase BLM (Homo sapiens), P54132; Potency, µM (highest dose often 56.1 µM), without a hit: at the highest dose activity change, negative = inhibition, usual class: inhibitors;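 further: potency means the concentration at half of the fitted maximal effect; plate controls were vehicle for no effect and no enzyme for full effect; nearly all actives have a fitted effect of over 35% in size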
POLH inh: qHTS for Inhibitors of Polymerase Eta; DNA polymerase eta (Homo sapiens), Q9Y253; recombinant Pol eta, fluorescent DNA replication assay; Potency, µM (doses to about 114 µM), inactives show at the top dose activity change, negative = inhibition, most hits filed as inhibitors; 1.2% of 390,000 active; further: potency means the concentration at half of the fitted maximal effect; on the % scale 0 is the no-effect control and ±100 the full control effect
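Fluorescent replication assay: 50 nM final substrate added after a 15 min room-temperature compound preincubation with 10 nM enzyme. Signal taken at 0 min and again at 10 min.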
RXFP1 antagonist: qHTS Assay for Antagonists of the Relaxin Receptor RXFP1; Relaxin receptor 1 (Homo sapiens), Q9HBX9; HEK293-RXFP1, relaxin-stimulated cAMP HTRF, 30 min; active compounds read low; activity change, negative = inhibition, % at 57.5 µM; 0.59% of 350,000 active;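 active means activity change of -60% or lower, but not beyond a set lower limit; inconclusive means change between -60% and -40%, or beyond the set limit; inactive means change above -40%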; further: on the % scale 0 is the no-effect control and ±100 the full control effect
Pol iota inh: qHTS for Inhibitors of Polymerase Iota; DNA polymerase iota (Homo sapiens), Q9UNA4; Pol iota fluorescent replication assay, 10 min; Potency, µM (series often up to 115 µM), inactives show top-dose activity, negative = inhibition, hits mostly inhibitors; 1% of 390,000 active; AID 588590, 2011; further: potency means the concentration at half of the fitted maximal effect
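Pol iota at 10 nM preincubated 15 min with compounds at room temperature; reaction started with fluorescent substrate, 50 nM final. Fluorescence read kinetically at 0 and 10 min; buffer-only wells as negative control.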
PGK inhibitor: qHTS Assay to Find Inhibitors of Phosphoglycerate Kinase. PGK/GAPDH coupled, Kinase-Glo luminescence, 60 min. Potency, µM (highest dose often 57.5 µM), without a hit: at the highest dose activity change, negative = inhibition, actives largely listed as inhibitors. 0.043% of 380,000 active. AID 602233, 2012; further: potency means the concentration at half of the fitted maximal effect; on the % scale 0 is the no-effect control and ±100 the full control effect; nearly all actives have a fitted effect of over 60% in size
Target sequence (P07378 whole entry, looked up): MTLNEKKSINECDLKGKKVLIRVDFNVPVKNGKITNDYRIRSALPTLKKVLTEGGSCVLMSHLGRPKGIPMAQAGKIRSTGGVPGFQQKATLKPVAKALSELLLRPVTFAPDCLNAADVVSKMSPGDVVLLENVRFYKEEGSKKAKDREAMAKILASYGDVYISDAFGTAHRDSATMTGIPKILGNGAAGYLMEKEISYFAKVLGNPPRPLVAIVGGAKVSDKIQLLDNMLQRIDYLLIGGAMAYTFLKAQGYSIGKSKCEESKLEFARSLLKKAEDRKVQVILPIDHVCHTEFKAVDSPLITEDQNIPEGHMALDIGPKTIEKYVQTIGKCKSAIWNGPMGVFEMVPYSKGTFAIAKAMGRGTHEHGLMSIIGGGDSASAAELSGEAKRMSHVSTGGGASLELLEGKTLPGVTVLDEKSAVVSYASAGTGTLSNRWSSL
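Recombinant glycosomal PGK reaction used 1,3-bisphosphoglycerate generated in-well by GAPDH (100nM final) in 100mM TEA pH 7.6, 5mM MgCl2, 0.01% Tween-20. After 60 minutes at room temperature, ATP was read by Kinase-Glo Plus luminescence end-point.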
Pol kappa inh: qHTS for Inhibitors of Polymerase Kappa; DNA polymerase kappa (Homo sapiens), Q9UBT6; purified Pol kappa, fluorescent DNA synthesis assay, 10 min; Potency, µM (highest dose often 107 µM), for inactives: top-dose activity, negative = inhibition, usual class: inhibitors; 0.53% of 400,000 active; further: potency means the concentration at half of the fitted maximal effect; on the % scale 0 is the no-effect control and ±100 the full control effect
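10 nM Pol kappa was preincubated with compounds for 15 min at room temperature. Reaction started with 50 nM (final) substrate. Fluorescence read kinetically at 0 and 10 min.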
* marks the source's active call; other numbers are inactive results; i = inactive; ? = inconclusive; . = no result given; [ ] = another dose, or the depositor's remark. Unless noted, the call rests on the fitted dose curve; in most records, active means well fitted curve in the direction sought with a large enough effect; inconclusive means small, poorly fitted or top-dose-only effect, or another doubt; inactive means no such curve, though single readings can be large; an effect the other way counts as inactive or inconclusive.

SMILES | APEX1 inh | Apoferritin bind | Pol beta inh | BLM inh | POLH inh | RXFP1 antagonist | Pol iota inh | PGK inhibitor | Pol kappa inh
COc1cc(OC)c(NC(=O)c2ccco2)cc1Cl | -5% | -3% | -1% | -6% | -9% | -23 | -27%[58.9 µM] | i | -8%
CCN(CC)C(=O)C(C)OC(=O)COc1ccc(Cl)cc1Cl (stereo not given) | 1% | 1% | -23% | -2% | -12% | 0 | 16% | -1% | -4%
COc1ccc(Cl)c(NC(=O)Cn2nnc(-c3ccccc3N)n2)c1 | -3% | -16% | 3% | -3% | -7% | -9 | 22% | i | -7%
CCN1CCN(C(=O)c2cn(CCOC)c(=O)c3c2c2ccccc2n3C)CC1 | -1% | 25% | -17% | -1% | -13% | -12 | -4% | -8% | -2%
COc1ccc(CCn2c(C)c(C(C)=O)c3cc(OC(=O)c4ccco4)ccc32)cc1OC | -11% | -12% | 26% | -2% | -15% | -6 | ? | i | 3%
N=C1c2ccccc2CN1NC(=O)CC12CC3CC(CC(C3)C1)C2 | 19% | ? | 9% | -8% | -24% | . | 0% | -7% | -6%
O=C(NCCOC(=O)c1ccc(C(=O)OCCNC(=O)c2cccnc2)s1)c1cccnc1 | 8% | -9% | 6% | 2% | 2% | 14 | 6% | i | 2%
Cc1ccnc(NS(=O)(=O)c2ccc(N3C(=O)Nc4ccccc4N3O)cc2)c1 | -1% | -4% | 3% | -2% | 0% | 9 | 0% | 0% | -12%
CCc1nnc(NC(=O)CSc2nnc(C)c(=O)n2N)s1 | -8% | -3% | -20% | -1% | -6% | 2 | 16% | -1% | -3%
O=C(CSc1nc2c(c(=O)[nH]1)CCC2)Nc1cc(C(F)(F)F)ccc1Cl | . | -11% | 0% | -10% | . | -5 | 44%[activator] | . | 11%
CC(C)(C)NS(=O)(=O)c1ccc(CCC(=O)O)cc1 | 2% | -6% | 12% | 4% | -16% | 2 | 11%[58.9 µM] | -1% | -1%
CN(C)C(=O)c1cn(-c2ccccc2)nc1-c1cc2ccccc2oc1=O | -2% | 2% | -2% | 4% | -14% | 9 | 59%[activator] | -9% | -7%
Cc1ccc(NC(=O)CSc2nc3ccc(NC(=O)COc4ccc(C)cc4)cc3s2)cc1 | . | -5% | 2% | -4% | -16% | . | 27% | 8% | -1%
CC1CCCCC1NC(=S)NC(=O)c1sc2ccccc2c1Cl (stereo not given) | 18% | -22% | 0% | -6% | -11% | -25 | 123%[activator] | 2% | -12%
CCc1ccc(NC(=O)Cn2c3[n+](c4c(F)c(F)ccc42)CCCCC3)cc1 | 3% | -10% | 24% | -13% | -6% | 6 | 6% | -8% | -6%

One compound at a time (already shown):
`CCc1nnc(NC(=O)CSc2nnc(C)c(=O)n2N)s1` as listed: APEX1 inh: -8%; Apoferritin bind: -3%; Pol beta inh: -20%; BLM inh: -1%; POLH inh: -6%; RXFP1 antagonist: 2; Pol iota inh: 16%; PGK inhibitor: -1%; Pol kappa inh: -3%
`CCN(CC)C(=O)C(C)OC(=O)COc1ccc(Cl)cc1Cl` (stereo not given) as listed: APEX1 inh: 1%; Apoferritin bind: 1%; Pol beta inh: -23%; BLM inh: -2%; POLH inh: -12%; RXFP1 antagonist: 0; Pol iota inh: 16%; PGK inhibitor: -1%; Pol kappa inh: -4%

The listing continues:
SMILES | APEX1 inh | Apoferritin bind | Pol beta inh | BLM inh | POLH inh | RXFP1 antagonist | Pol iota inh | PGK inhibitor | Pol kappa inh
Cn1[nH]c(CSc2ccc(Cl)cc2)cc1=O | ? | -6% | -19% | 0% | -5% | -22 | 30%[activator] | i | -9%
CCOC(=O)C1CCN(C(=O)c2cc(S(=O)(=O)N3CCc4ccccc43)ccc2OC)CC1 | 7% | . | . | . | -22% | 1 | 27% | -10% | -4%
COc1ccc(NC(=O)CCCc2ccc(OC)c(C)c2)cc1 | 0% | -11% | -15% | -12% | -26% | -10 | 146%[activator] | 2% | -13%
O=C(CSc1ccccn1)Nc1ccc(Cl)cn1 | -3% | -9% | 0% | -8% | -10% | -5 | 17% | -6% | 7%
CC(C)(C)OC(=O)N(CCc1ccccc1)Cc1cccc(OCc2cccc(NC(=O)c3ccccc3)c2)c1 | . | . | . | . | -8% | . | -10% | i | -4%
C/C(=N\NC(=O)C(O)c1ccccc1)c1ccc(C)s1 (stereo not given) | . | . | . | . | -19% | 0 | -7%[58.9 µM] | i | 7%
CCc1ccc(-n2c(SCc3ccccc3F)nc3[nH]ncc3c2=O)cc1 | . | ? | -21% | -13% | -21% | . | -16% | -1% | -2%[60.1 µM]
CC(OC(=O)c1ccc(Cl)cc1)C(=O)NCc1ccc2c(c1)OCO2 (stereo not given) | 15% | . | . | . | -8% | 2 | 51%[activator] | i | -19%
COc1cc(NC(=O)c2c(C)oc3ncnc(N4CCCCC4)c23)cc(OC)c1 | . | -11% | -3% | 0% | -20% | 5 | 4% | i | 0%
CN(CC(=O)NCc1ccc(F)cc1)CC(=O)Nc1ccc(Cl)c(C(F)(F)F)c1 | -22% | -7% | 7% | -6% | -15% | -7 | -6% | 4% | -10%
COc1cc(Cl)c(C)cc1NC(=O)c1sc2nc3n(c(=O)c2c1C)CCCCC3 | . | -16% | 4% | 4% | -5% | -10 | 25% | -8% | -3%
COCCn1c(SCC(=O)NCc2ccco2)nc2cccnc21 | ? | -18% | 45µM* | -16% | ? | -2 | ? | -10% | -21%
Cc1cccc(NC(=O)Nc2ccccc2)n1 | 7% | -11% | 2% | -2% | -17% | 13 | 29% | i | 6%
CN(C)c1nc(N2CCOCC2)nc(N(c2ccccc2)c2ccccc2)n1 | 1% | -9% | 9% | -6% | 8% | -8 | 5% | 7% | 1%
CC(=O)Oc1ccc2c(=O)oc(-c3ccccc3)nc2c1 | 20% | -4% | -9% | -6% | -12% | -19 | -17% | -13% | 6%
COc1ccc(NC(=O)CSCC(=O)Nc2sccc2C#N)cc1 | -7% | . | . | . | ? | 1 | ? | -4% | -11%
Cc1ccccc1CN1CCNC(=O)C1CC(=O)NC1CCCCCCC1 (stereo not given) | 11% | ? | 19% | -3% | -16% | -9 | -16% | -11% | 3%
Cc1c(-c2ccn[nH]2)cc(NC(=O)c2ccc(Cl)cc2)c(=O)n1N | 13% | -2% | 24% | -2% | -18% | 5 | 110%[activator] | 2% | 2%
Cc1ccc(S(=O)(=O)N2[C@@H](c3ccccc3F)C(C(=O)O)=CC[C@H]2c2ccc(Cl)cc2)cc1 | 51%[activator] | . | . | . | -8% | . | 12% | -8% | -7%
CN1CCN(/N=C/c2ccc(-c3ccc([N+](=O)[O-])cc3Cl)o2)CC1 | -4% | -14% | 6% | -5% | -18% | -12 | ? | -4% | -19%
Cc1c(Cl)cccc1-n1c(SCC(=O)NCc2cccs2)nnc1-c1ccncc1 | ? | -19% | 9% | -12% | -14% | -10 | 1% | 1% | -18%
Cc1oc(C(=O)O)cc1CSCc1cc(C(=O)O)c(C)o1 | ? | 11% | 22µM* | 1% | 3.2µM* | -16 | ? | -13% | ?
O=C1C2C3C=CC(C4CC34)C2C(=O)N1c1cccc2ccccc12 (stereo not given) | -6% | ? | 6% | -1% | 3% | 0 | -5% | -8% | 0%
C=CCOc1ccc(C[C@H](N)C(=O)NC[C@H]2O[C@@H](n3cnc4c(N)ncnc43)[C@H](O)[C@@H]2O)cc1 | 17% | . | . | . | 6% | . | -1% | 0% | 3%
CCCn1nnnc1SCC(=O)Nc1ccc(F)cc1 | 0% | -10% | 26% | 2% | -11% | 15 | -1% | -1% | -13%
COc1ccc(C(=O)Nc2ccc(Br)cn2)cc1S(=O)(=O)N1CCOCC1 | 14% | . | . | . | -20% | -4 | 11% | -2% | -11%
Cc1ccccc1NC(=S)NCC1CCN(C(C)c2ccccc2)C1 (stereo not given) | -10% | -5% | 2% | 5% | 3% | 6 | -16% | -8% | -3%
CN(C)c1ccc(NC(=O)C(=O)NCCOc2ccccc2)cc1 | 5% | -5% | 19% | -5% | -6% | -5 | 31%[activator] | -10% | 0%
Cc1ccc(C(=O)Nc2nc3ccc(S(C)(=O)=O)cc3s2)cc1C | -6% | -2% | ? | -2% | 9% | 15 | -4% | -8% | 0%
COC(=O)CC1=NN(c2ccccc2)C(=O)/C1=C\c1ccc(OC)cc1 | 5% | -12% | 89% | -2% | 11% | -7 | 7% | -5% | -19%
Nc1ccccc1C(=O)NC12CC3CC(CC(C3)C1)C2 | -12% | ? | 9% | 4% | 2% | 14 | -6% | -2% | -7%
O=C(NC1CC(=O)N(c2cccc(F)c2)C1)C(=O)c1c[nH]c2ccccc12 (stereo not given) | 16% | . | . | . | -10% | -23 | 0% | -7% | -3%
CCN(CC(=O)Nc1ccc2c(c1)OCCO2)C(=O)/C=C/c1ccc(OC)c(OC)c1 | 19% | . | . | . | -21% | -6 | 63%[activator] | 1% | -11%
O=C(CSc1ncnc2ccccc12)Nc1ccc2c(c1)OCCO2 | 1% | -10% | 1% | 1% | -1% | -4 | -17% | i | 2%
COc1ccc(-c2c(C)nn3c4c(cnc23)C(=O)CC(c2ccc(C)cc2)C4)cc1 (stereo not given) | . | 17% | 2% | 3% | -11% | . | 3% | 1% | -10%
O=C(NC1CCN(Cc2ccccc2)CC1)c1ccc2c(c1)OCCCO2 | -1% | 3% | 4% | -5% | -10% | -10 | -23% | -5% | 4%
O=c1c2ccccc2nc(-c2ccco2)n1/N=C/c1ccccc1O | -1% | 2% | -6% | -3% | -11% | -8 | 22% | -3% | -1%
CCn1c(COc2ccc(Cl)cc2)nnc1SC1CCc2ccccc2C1=O (stereo not given) | -1% | 3% | 2% | -8% | -12% | -9 | 20% | i | -6%

Only part of the results is shown; count on the stated rates, not on these rows.
